RTF Ca sens act = increases calcium sensitivity of human cardiac regulated thin filaments. AID 493008. IANBD-labeled TnC RTF fluorescence at EC20 calcium; 0% EC20 calcium, 100% full calcium. 340,000 compounds, 0.24% hits. activation, % at 7.2 µM. P19429+P45379;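 active = activation above the mean over all tested compounds plus 3 SD, cut at about 30% in these data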;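 note: rise in fluorescence read as greater calcium sensitivity of cardiac thin filaments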
SR-BI HDL uptake = inhibitors of mouse SR-BI mediated HDL lipid uptake | ldlA[mSR-BI] CHO cells, DiI-HDL uptake fluorescence, 3 h | Q61009 | inhibition, % at 12.5 µM | 320,000 compounds, 0.96% hits;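 active = mean replicate inhibition of at least 70% and a set share of replicates each scoring 70 or more; inconclusive = meets just one of the two criteria; inactive = fails both criteria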;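 note: 0% = median of neutral control wells and 100% = median of positive control wells; values of inactives mirror those of a sister screen read the other way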
SR-BI uptake up = SR-BI HDL lipid transfer activation | activation, % at 12.5 µM | 320,000 compounds, 0.096% hits | AID 504775 | CHO ldlA[mSR-BI] cells, DiI-HDL uptake fluorescence, 3 h; 100 = double the neutral-control signal;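 active = mean replicate activation of at least 60% and every replicate at or above 60%; inconclusive = mean or all-replicate condition met, but not both; inactive = mean below 60% and not all replicates reaching 60%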;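 note: 0% = median plate neutral-control signal and 100% = twice that signal; values of inactives mirror those of a sister screen read the other way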
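Test system: SR-BI-overexpressing, LDLR-lacking CHO cells; Also added: labelled HDL, 10 µg/mL; Measured by: bottom-read cell fluorescence after medium removal, ex 550/em 595 nm; Timing: 3 h uptake period with compound, 37 °C; Buffer or medium: F12, 0.5% BSA, 25 mM HEPES; Doses: single compound concentration, delivered by pin transfer.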
Rtt109 Vps75 = blocks Candida albicans Rtt109/Vps75 acetyltransferase activity; AID 540336; purified Rtt109/Vps75, ThioGlo CoA-SH fluorescence, 4 h; inhibition, % at 34.9 µM; Q5AAJ8; 330,000 compounds, 0.16% hits;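 active = inhibition of at least 50% in every replicate; inconclusive = best replicate reaches 50% inhibition but some replicates fall short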
Target sequence (Q5AAJ8 whole entry, looked up): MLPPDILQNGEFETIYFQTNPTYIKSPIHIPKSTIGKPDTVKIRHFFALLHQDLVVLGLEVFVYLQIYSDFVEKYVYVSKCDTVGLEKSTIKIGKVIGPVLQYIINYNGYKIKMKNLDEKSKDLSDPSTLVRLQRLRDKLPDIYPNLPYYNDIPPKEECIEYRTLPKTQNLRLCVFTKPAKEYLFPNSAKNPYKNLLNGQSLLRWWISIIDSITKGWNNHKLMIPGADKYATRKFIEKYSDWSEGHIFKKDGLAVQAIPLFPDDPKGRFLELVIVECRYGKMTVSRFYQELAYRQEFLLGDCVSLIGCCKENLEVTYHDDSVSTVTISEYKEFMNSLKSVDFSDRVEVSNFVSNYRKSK
dFosB act = mouse delta FosB homodimer activation; P13346; purified delta FosB, TAMRA-CDK5 oligo fluorescence polarization; percent of positive-control signal above neutral wells; activation, % at 25 µM; 340,000 compounds, 0.99% hits;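 active = mean activation above about 17%, with every replicate also reaching it, limit read from the data, passing the limit was not always enough; inconclusive = only one of the two conditions met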;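 note: fluorescence polarization rise as delta FosB binds a TAMRA Cdk5 AP-1 oligo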
Target sequence (P13346 whole entry, looked up): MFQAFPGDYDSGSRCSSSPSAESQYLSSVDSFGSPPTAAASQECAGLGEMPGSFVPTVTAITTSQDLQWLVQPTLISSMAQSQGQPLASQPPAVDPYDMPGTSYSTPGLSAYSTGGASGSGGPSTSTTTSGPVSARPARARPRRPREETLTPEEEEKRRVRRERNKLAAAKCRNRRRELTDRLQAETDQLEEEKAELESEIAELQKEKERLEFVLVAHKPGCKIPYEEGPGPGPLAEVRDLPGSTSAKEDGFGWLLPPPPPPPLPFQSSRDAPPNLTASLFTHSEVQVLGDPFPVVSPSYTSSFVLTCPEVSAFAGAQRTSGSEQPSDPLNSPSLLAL
HTR5A ag = counter-screen for OPRM1-OPRD1 agonists: human HTR5A agonism | 340,000 compounds, 0.61% hits | P47898 | AID 504692 | activation, % at 9.3 µM | HTR5A agonist assay, luminescence, cell-based; in the data active = activation mostly above about 9.5%, no sharp cut-off; inactive = mostly below about 7.6%;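 note: 0% = cells with vehicle only and 100% = reference agonist; strong numbers were not always called active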
Target sequence (P47898 whole entry, looked up): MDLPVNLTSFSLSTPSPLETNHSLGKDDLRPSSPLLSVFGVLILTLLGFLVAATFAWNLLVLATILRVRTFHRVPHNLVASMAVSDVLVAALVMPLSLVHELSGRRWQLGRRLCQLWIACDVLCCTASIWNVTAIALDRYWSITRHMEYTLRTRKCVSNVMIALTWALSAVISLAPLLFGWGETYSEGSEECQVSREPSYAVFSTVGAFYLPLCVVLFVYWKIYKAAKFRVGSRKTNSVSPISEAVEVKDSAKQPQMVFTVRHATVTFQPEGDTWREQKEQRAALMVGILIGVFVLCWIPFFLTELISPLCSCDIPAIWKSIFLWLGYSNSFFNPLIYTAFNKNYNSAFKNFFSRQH
PvdQ acylase = P. aeruginosa PvdQ acylase inhibition; 340,000 compounds, 0.063% hits; purified PvdQ acylase, fluorescence plate reader; inhibition, % at 10 µM; in the data active = inhibition above about 30%, passing the limit was not always enough; inconclusive = no clear call, values can overlap the other calls;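 note: 0% = vehicle neutral wells and 100% = reference inhibitor wells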
CDK5 p35 inh = CDK5/p35 (human) kinase inhibition. Q00535+Q15078. Recombinant CDK5/p35, ADP-Glo luminescence, 60 min. inhibition, % at 10 µM. 330,000 compounds, 0.01% hits. AID 488839;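 active = highest replicate inhibition of at least 50% and at least 75% of replicates reaching 50%; inconclusive = only one of the two criteria met; inactive = both criteria failed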;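 note: plate controls were DMSO neutral control for no effect and GW8510 at 10 µM for full effect; many of its hits are not listed in these tables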
MITF act = increases MITF-driven TRPM1 promoter luciferase signal; SK-MEL-5 TRPM1-promoter luciferase, 24 h; % of positive control, neutral wells = 0; 300,000 compounds, 0.75% hits; activation, % at 12.5 µM; AID 588334;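 active = mean activation of at least 80% with every replicate also reaching 80%; inconclusive = mean reaches 80% but some replicate falls short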;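 note: 0% = neutral control wells and 100% = parthenolide positive control wells; values of inactives mirror those of a sister screen read the other way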
Wnt act = activators of Wnt/beta-catenin signaling; Wnt/beta-catenin reporter cell assay, activator, plate reader; activation, % at 9.35 µM; 300,000 compounds, 1.2% hits; AID 743398; in the data active = activation above about 30%, passing the limit was not always enough; inconclusive = no clear call, values can overlap the other calls;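 note: 0% = neutral control wells and 100% = positive control wells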
* hit, by the source's call; ? = inconclusive; / = not tested or not shown. Random draw from the library, and some 4.4% of all compounds hit somewhere here.

SMILES | RTF Ca sens act | SR-BI HDL uptake | SR-BI uptake up | Rtt109 Vps75 | dFosB act | HTR5A ag | PvdQ acylase | CDK5 p35 inh | MITF act | Wnt act
Cc1cc(C)n(CC(C)NCc2cn[nH]c2-c2cccc3ccccc23)n1 (configuration not stated) | -4.4 | 23.4 | -23.4 | -7.6 | -3.0 | -1.2 | 0.7 | -6.6 | / | -1.5
Cc1ccc(S(=O)(=O)N2[C@@H](c3cccc(C)c3)C(C(=O)O)=C[C@H]2C(C)(C)C)cc1 | -3.9 | 5.2 | -5.2 | 0.3 | 4.2 | -0.7 | 0.4 | -0.6 | 8.7 | -0.8
CCOC(=O)C(C)/C(C)=N\Nc1ccc([N+](=O)[O-])cc1[N+](=O)[O-] (configuration not stated) | 6.0 | -4.7 | 4.7 | 2.3 | -5.7 | -0.5 | -3.3 | -0.8 | 1.7 | -0.5
CCOC(=O)C1(CCCc2ccccc2)CCN(Cc2cnc(C)s2)CC1 | -7.2 | 12.3 | -12.3 | -3.1 | -7.3 | -1.1 | -0.4 | -0.8 | -4.4 | -2.1
COCCn1c(SC(C)C(=O)Nc2ccc(Cl)cn2)nnc1-c1ccncc1 (configuration not stated) | -2.0 | -15.9 | 15.9 | 0.8 | 3.7 | -4.1 | -18.5 | -1.6 | -19.7 | -3.7
O=C(Nc1ccc(Cl)c(C(F)(F)F)c1)c1ccco1 | 1.6 | 11.6 | -11.6 | -3.9 | -19.3 | 8.5 | -7.5 | -3.5 | 34.6 | 13.9
Cc1c(Cl)cccc1NC(=S)N1CCc2ccccc2C1 | 1.4 | 6.1 | -6.1 | 1.6 | -9.6 | 7.4 | 14.7 | 0.4 | -8.2 | /
CCOC(=O)CCCCC1C(CCCC(=O)OCC)C=NN1C (configuration not stated) | -0.5 | -6.2 | 6.2 | 0.0 | -22.9 | 0.4 | -5.7 | 2.6 | 2.0 | 0.4
C#CC(C)(C)NC(=O)c1sccc1Oc1ccc(F)cc1[N+](=O)[O-] | 4.1 | 2.3 | -2.3 | -0.7 | -2.8 | 1.3 | -11.3 | -0.4 | 4.1 | -9.3
O=C(NCCN1CCCCC1)c1cc(OCC(F)(F)F)ccc1OCC(F)(F)F | -0.9 | -4.5 | 4.5 | -0.7 | -7.3 | 10.4* | -2.7 | -0.5 | -5.7 | 2.1

A few values from the results shown.
For dFosB act, CCOC(=O)C1(CCCc2ccccc2)CCN(Cc2cnc(C)s2)CC1 reads -7.3
For CDK5 p35 inh, Cc1cc(C)n(CC(C)NCc2cn[nH]c2-c2cccc3ccccc23)n1 (configuration not stated) reads -6.6

(cont.)
SMILES | RTF Ca sens act | SR-BI HDL uptake | SR-BI uptake up | Rtt109 Vps75 | dFosB act | HTR5A ag | PvdQ acylase | CDK5 p35 inh | MITF act | Wnt act
C[C@H](NC(=O)[C@H]1N2C(=O)c3ccccc3C2SC1(C)C)C(=O)N1CCC[C@H]1CO (some centres not stated) | 4.9 | 2.7 | -2.7 | -2.4 | -7.6 | 2.4 | -8.3 | -1.4 | 5.4 | -2.7
CC(C)(C)CC(=O)Nc1nnc(C(F)(F)F)s1 | -1.6 | -9.2 | 9.2 | 14.3 | 7.4 | -1.6 | 4.6 | 2.4 | -2.5 | -3.2
NC(=O)c1ccc(NC(=O)CN2CCN(S(=O)(=O)c3ccc4ccccc4c3)CC2)cc1 | 2.4 | 3.2 | -3.2 | 8.2 | -4.3 | -3.9 | 16.9 | -0.5 | 12.6 | -0.5
O=C(c1cc2cc(F)ccc2[nH]1)N1CCc2ccccc21 | 4.2 | 19.4 | -19.4 | 2.7 | 7.2 | 0.4 | -16.5 | 0.2 | 53.8 | 41.8*
CCOc1ccc(N2CC(C(=O)Nc3ccc4c(c3)OCCO4)CC2=O)cc1 (configuration not stated) | -2.5 | 1.3 | -1.3 | 1.9 | -3.6 | 2.1 | 4.7 | 1.4 | -3.3 | -3.8
Cc1c(C=O)n(C)n(-c2ccccc2)c1=O | -8.6 | -14.8 | 14.8 | 4.3 | -6.9 | -1.5 | -24.2 | -6.7 | -0.1 | -4.3
O=c1c(-c2ccco2)[n+]([O-])c2ccccc2n1OCc1c(F)cccc1F | 4.4 | 6.1 | -6.1 | -3.4 | -0.8 | -0.9 | 3.8 | -3.7 | / | -0.7
Cc1cccc2nc3c(nc12)CCCC3 | -4.5 | -10.9 | 10.9 | -1.8 | -12.7 | -1.0 | -11.9 | 1.8 | -9.4 | 2.1
COc1ccc(S(=O)(=O)N2CCCC(C(=O)NCC3CCCO3)C2)cc1C (configuration not stated) | 1.4 | 10.3 | -10.3 | -9.7 | 1.1 | -0.9 | -9.6 | 1.6 | -12.9 | 1.8
CCc1nc(SCC(=O)NCCc2ccc(OC)c(OC)c2)c2c(=O)n(C)c(=O)n(C)c2n1 | 7.8 | 12.4 | -12.4 | -6.8 | -5.6 | 2.2 | -6.3 | 1.1 | 0.7 | 1.0
O=c1ccc(-c2ccc(S(=O)(=O)N3CCN(c4ccccc4)CC3)o2)n[nH]1 | 1.9 | -7.8 | 7.8 | -3.3 | 3.1 | 2.2 | -15.2 | 1.4 | 21.1 | -1.3
CCN(CC)c1ccc2c(C)c(-c3ccc(N)cc3)c(=O)oc2c1 | -0.6 | 15.2 | -15.2 | 6.3 | 0.6 | 1.6 | -24.3 | -1.8 | 13.8 | -3.1
N#Cc1nc(COc2ccccc2)oc1NCCN1CCOCC1 | -4.8 | -6.8 | 6.8 | 0.9 | 2.7 | 1.2 | -4.8 | -1.0 | 11.0 | /
COc1ccc(-n2ncc3c2CC(C)(C)CC3NC(=O)Cc2nonc2C)cc1 (configuration not stated) | -0.8 | 18.0 | -18.0 | 12.8 | -13.0 | -6.3 | 10.6 | 2.0 | 0.7 | -1.4
Cc1ccc(NC(=S)NCc2ccccn2)cc1 | 2.3 | -25.8 | 25.8 | 3.9 | -7.5 | 1.3 | -18.4 | 0.2 | 12.2 | /
CCNC(=S)Nc1ccc(OCc2nc3ccccc3s2)cc1 | -4.0 | 34.4 | -34.4 | 3.8 | -2.2 | -0.1 | -4.9 | -1.0 | / | 1.0
COC(=O)[C@@H](NCc1cccc(CN([C@H](C(=O)OC)C(C)C)S(C)(=O)=O)c1)C(C)C | -0.5 | 2.6 | -2.6 | 16.4 | -0.3 | -6.7 | -0.2 | -0.8 | -1.6 | -4.3
C=CCn1c(NC(=O)c2ccc(Br)o2)c(S(=O)(=O)c2ccccc2)c2nc3ccccc3nc21 | 0.1 | -25.4 | 25.4 | -10.7 | -7.9 | 6.5 | -7.1 | 1.6 | 5.8 | 0.2
CCOCCc1nnc(NC(=O)CS(=O)(=O)Cc2ccccc2)s1 | -0.3 | / | / | -6.1 | -0.4 | 8.8 | -17.3 | -1.1 | -1.8 | -0.6
COc1cc(OC)cc(C(=O)Nc2ccc(N3CCOCC3)cc2N2CCOCC2)c1 | -3.3 | 49.8 | -49.8 | 4.1 | -6.0 | 4.2 | -27.3 | 0.4 | 0.0 | 1.0
CCC1(C(=O)O)NC(c2cc(OC)ccc2O)C2C(=O)N(Cc3ccccc3)C(=O)C21 (configuration not stated) | 3.6 | -12.8 | 12.8 | -14.3 | -5.3 | 0.1 | -17.0 | 1.6 | -9.2 | -4.0
O=C(c1cnn2c(C(F)(F)F)cc(-c3ccc4c(c3)OCO4)nc12)N1CCCC1 | 2.2 | 10.2 | -10.2 | -4.1 | -12.8 | 1.9 | -7.2 | 4.0 | -6.5 | /
O=C(Nc1ccccc1)c1cc2ccccc2s1 | -1.6 | 22.0 | -22.0 | -7.4 | -4.8 | 2.5 | -11.6 | 0.9 | 47.6 | 12.7
CCCCCC1CC(CC(=O)Nc2ccc([N+](=O)[O-])cc2)C(=O)O1 (configuration not stated) | -1.6 | 9.4 | -9.4 | -0.7 | -3.2 | -0.6 | -2.4 | 0.3 | 3.2 | -2.5
COc1ccc(Oc2coc3cc(OC(=O)c4cccs4)ccc3c2=O)cc1 | 0.5 | -4.7 | 4.7 | -0.2 | -13.5 | 2.7 | -13.0 | 0.6 | / | 1.4
COCCNC(=O)c1onc(CSc2cc(C)ccc2C)c1C(=O)O | 3.6 | -13.1 | 13.1 | -12.9 | -3.4 | -3.0 | -10.0 | 0.6 | 14.8 | -0.9
Cc1cccc(N2CCN(C(=O)CCN3C(=S)NC(C)(C)CC3C)CC2)c1C (configuration not stated) | -2.9 | 3.9 | -3.9 | 11.4 | -5.3 | 2.0 | -9.8 | -0.3 | 5.8 | -0.1
CC1CC(=Cc2ccc(N)cc2)C(=O)O1 (configuration not stated) | -7.0 | -5.2 | 5.2 | 0.4 | -2.2 | -1.2 | -11.3 | -0.1 | 49.7 | -4.4
COc1ccc(NC(=O)CSc2nnc(-c3cccs3)n2C)cc1OC | 0.0 | 10.8 | -10.8 | -5.0 | 1.1 | -4.8 | 0.8 | -0.1 | / | -7.4
N#CCC(=O)Nc1ccc(C(=O)OC(C(=O)Nc2cc(C(F)(F)F)ccc2Cl)c2ccccc2)cc1 (configuration not stated) | -13.2 | -31.3 | 31.3 | 27.5 | ? | 4.8 | 5.7 | -0.8 | -4.8 | -3.0
CCCCSc1nnc(CSc2ncccn2)n1C | -0.7 | -13.6 | 13.6 | 4.3 | -2.8 | 2.4 | -10.5 | -0.3 | 2.5 | -1.4
Cc1cc(C)c(C(=O)N(C)C2CCCN(Cc3ccccc3F)C2)o1 (configuration not stated) | -3.1 | 15.1 | / | -0.2 | 2.2 | 0.1 | -7.3 | -0.9 | -9.3 | 0.7
COc1ccc(S(=O)(=O)N(C)C[C@H]2Oc3ccc(NC(=O)Nc4ccc(C(F)(F)F)cc4)cc3C(=O)N([C@H](C)CO)C[C@@H]2C)cc1 | -11.3 | -27.8 | 27.8 | -0.5 | -5.3 | -1.2 | -5.5 | -0.1 | -52.8 | -14.1
CCOC(=O)c1cnc2ccc(Br)cc2c1NCC(C)O (configuration not stated) | 2.7 | -20.9 | 20.9 | -0.3 | 1.3 | -7.1 | -12.7 | 1.1 | -15.7 | /
CCOC(=O)N(NC(=O)C(O)(c1ccccc1)c1ccccc1)c1ccccc1 | -8.3 | 7.9 | -7.9 | 0.9 | 7.6 | 1.5 | 3.7 | -0.6 | 9.3 | /
O=C(/C=C/c1ccc2c(c1)OCO2)Nc1c(C(=O)O)[nH]c2ccccc12 | -0.2 | 3.1 | -3.1 | 22.2 | -2.8 | 1.2 | 1.9 | 0.2 | -3.4 | 0.6
Cc1cccc(NC(=O)CNC(=O)COc2ccc(-c3ccc(C#N)cc3)cc2)c1C | 8.6 | 17.9 | -17.9 | -5.3 | ? | -1.5 | 17.2 | 0.4 | 8.2 | -6.5
CCOC(=O)c1nnn(-c2nonc2-n2cccc2)c1CN1CCCCC1 | -3.0 | -1.4 | 1.4 | 2.2 | -6.2 | 12.3 | 1.8 | -1.5 | -4.6 | /

Bioassay records (PubChem BioAssay)
